JMJD2A Tudor inh = JMJD2A Tudor domain (human) inhibition; O75164; AlphaScreen JMJD2A-Tudor / H3K4me3 peptide binding; Potency, µM (top dose mostly 114 µM), for the others: top-dose activity change, negative = inhibition, hits mostly inhibitors; actives 4.4% (n = 390,000); AID 504339; also: potency is read from the fitted curve at half-maximal effect; % is scaled to controls: 0 for no effect and ±100 for the full control effect; nearly all actives have a fitted effect of over 50% in size
PI4K2A inh = inhibitors of human PI4K2A; Q9BTU6; purified PI4K2A, ADP-Glo luminescence, 1 h; stronger effect = lower value; activity change, negative = inhibition, % at 76.9 µM; actives 0.13% (n = 420,000); AID 1346378; in the data active = activity change below about -50%; inconclusive = mostly about -30% to -49%;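 also: -100% = wells without enzyme as full effect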
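In this quantitative HTS, ADP production by PI4K2A was quantified luminescently after 1 h at ambient temperature; 100 microM adenosine served as plate-quality control.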
G9a inh = G9a (human) methyltransferase inhibition. G9a H3K9 monomethylation, AlphaScreen, 2 h. Potency, µM (top dose mostly 102 µM), inactives show at the highest dose activity, negative = inhibition, most hits filed as inhibitors. actives 8.8% (n = 350,000); also: potency is read from the fitted curve at half-maximal effect; % is scaled to controls: 0 for no effect and ±100 for the full control effect; nearly all actives have a fitted effect of over 75% in size
Target sequence (Q96KQ7 913-1193 limits assumed): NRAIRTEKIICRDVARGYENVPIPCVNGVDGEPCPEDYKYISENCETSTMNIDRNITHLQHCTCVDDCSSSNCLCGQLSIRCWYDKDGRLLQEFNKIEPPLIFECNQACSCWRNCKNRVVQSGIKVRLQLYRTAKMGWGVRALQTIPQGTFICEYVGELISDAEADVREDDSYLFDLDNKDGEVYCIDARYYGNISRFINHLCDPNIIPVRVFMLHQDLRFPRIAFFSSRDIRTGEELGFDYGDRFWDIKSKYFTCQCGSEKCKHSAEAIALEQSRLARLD
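AlphaScreen read-out: biotin-H3K9 peptide (500 nM) methylation by 20 nM enzyme with 20 uM SAM, 2 h at room temperature after 15 min compound preincubation; anti-monomethyl H3K9 antibody plus donor/acceptor beads, 10 min dark.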
HP1b binding inh = HP1-beta chromodomain-methylated histone interaction inhibition. P83916. AlphaScreen HP1-beta / biotin-H3K9me3 peptide binding. Potency, µM (doses to about 114 µM), inactives show top-dose activity change, negative = inhibition, usual class: inhibitors. actives 0.56% (n = 390,000); also: potency is read from the fitted curve at half-maximal effect; nearly all actives have a fitted effect of over 70% in size; inactives centre near 23
Target sequence (P83916 whole entry, looked up): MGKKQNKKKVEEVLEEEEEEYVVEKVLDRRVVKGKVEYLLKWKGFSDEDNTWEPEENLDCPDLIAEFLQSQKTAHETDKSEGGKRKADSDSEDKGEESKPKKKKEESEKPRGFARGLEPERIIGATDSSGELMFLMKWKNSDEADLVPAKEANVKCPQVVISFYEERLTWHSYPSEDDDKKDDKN
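AlphaScreen: HP1-beta (50 nM) preformed 30 min with biotin-H3(1-18)K9me3 peptide (50 nM) in PBS pH 7.4, 0.01% Tween-20. Compound added for 30 min at RT, then streptavidin donor/nickel chelate acceptor beads (10 ug/mL) for 30 min.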
POLH inh = DNA polymerase eta (human) inhibition; Q9Y253; recombinant Pol eta, fluorescent DNA replication assay; Potency, µM (titrated, usually from 114 µM), for inactives: at the top dose activity change, negative = inhibition, usual class: inhibitors; actives 1.2% (n = 390,000); AID 588591; also: potency is read from the fitted curve at half-maximal effect; % is scaled to controls: 0 for no effect and ±100 for the full control effect
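Fluorescent replication assay: 50 nM final substrate added after a 15 min room-temperature compound preincubation with 10 nM enzyme. Signal taken at 0 min and again at 10 min.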
BAZ2B block = blocks human BAZ2B; AlphaScreen BAZ2B-H3K14Ac peptide displacement; Potency, µM (highest dose often 114 µM), inactives show at the highest dose activity change, negative = inhibition, actives largely listed as inhibitors; actives 4.4% (n = 360,000); also: potency is read from the fitted curve at half-maximal effect; % is scaled to controls: 0 for no effect and ±100 for the full control effect; nearly all actives have a fitted effect of over 60% in size
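AlphaScreen displacement of biotin-H3(5-23)K14Ac peptide (50 nM final) from BAZ2B (50 nM final) in PBS pH 7.4, 0.01% Tween-20; complex preformed 30 min RT, then compounds (top 110 uM) 30 min RT, beads 20 min dark.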
Tb PGK inh = T. brucei PGK inhibition | actives 0.043% (n = 380,000) | P07378 | PGK/GAPDH coupled, Kinase-Glo luminescence, 60 min | Potency, µM (highest dose often 57.5 µM), for inactives: top-dose activity change, negative = inhibition, usual class: inhibitors; also: potency is read from the fitted curve at half-maximal effect; % is scaled to controls: 0 for no effect and ±100 for the full control effect; nearly all actives have a fitted effect of over 60% in size
Target sequence (P07378 whole entry, looked up): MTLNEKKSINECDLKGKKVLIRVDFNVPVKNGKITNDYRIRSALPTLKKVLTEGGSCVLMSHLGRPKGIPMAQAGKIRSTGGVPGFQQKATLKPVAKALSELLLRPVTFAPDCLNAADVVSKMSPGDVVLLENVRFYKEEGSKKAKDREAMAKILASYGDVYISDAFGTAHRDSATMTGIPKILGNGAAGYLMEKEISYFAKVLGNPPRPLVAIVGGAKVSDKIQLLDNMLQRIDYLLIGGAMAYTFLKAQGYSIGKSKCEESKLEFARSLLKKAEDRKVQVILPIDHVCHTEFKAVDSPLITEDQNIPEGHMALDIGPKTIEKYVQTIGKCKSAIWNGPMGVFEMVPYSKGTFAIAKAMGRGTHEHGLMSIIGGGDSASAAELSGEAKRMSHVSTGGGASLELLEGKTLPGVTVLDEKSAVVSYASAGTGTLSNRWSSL
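Recombinant glycosomal PGK reaction used 1,3-bisphosphoglycerate generated in-well by GAPDH (100nM final) in 100mM TEA pH 7.6, 5mM MgCl2, 0.01% Tween-20. After 60 minutes at room temperature, ATP was read by Kinase-Glo Plus luminescence end-point.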
GLS inhibitor = inhibitors of human glutaminase (GLS) | O94925 | GLS enzymatic activity, qHTS titration | Potency, µM (top dose mostly 45.5 µM), for the others: top-dose activity change, negative = inhibition, actives largely listed as inhibitors | actives 0.21% (n = 410,000); also: potency is read from the fitted curve at half-maximal effect; % is scaled to controls: 0 for no effect and ±100 for the full control effect
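hKGA; 45 mM KH2PO4 pH 8.2 + 0.02% Tween-20; cpd via pin tool; 1 mM Gln soln; GluOx/HRP/Amplex Red; RT 30 min; fluor. t0 & final.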
Pin1 inh = human Pin1 inhibition. Q13526. Pin1 FP peptide displacement, HiFluor488, 10 min. Potency, µM (series often up to 115 µM), for the others: at the top dose activity, negative = inhibition, usual class: inhibitors. actives 0.009% (n = 390,000). AID 504891; active = well fitted inhibition curve with a large enough effect in the polarisation, with a control signal flat, not every such curve was filed as active; inconclusive = small, poorly fitted or top-dose-only effect, or effect the other way, or a change in a side signal; inactive = no such curve, though single readings can be large or run the other way; the % refers to the polarisation; also: potency is read from the fitted curve at half-maximal effect; % is scaled to controls: 0 for no effect and ±100 for the full control effect
Target sequence (Q13526 whole entry, looked up): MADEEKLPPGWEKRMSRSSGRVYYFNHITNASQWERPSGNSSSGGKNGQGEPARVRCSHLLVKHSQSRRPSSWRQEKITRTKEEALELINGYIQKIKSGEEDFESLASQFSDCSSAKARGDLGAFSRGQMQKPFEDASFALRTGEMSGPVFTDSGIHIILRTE
* hit, by the source's call; i = inactive; ? = inconclusive; / = not tested or not shown; [ ] = another dose, or the depositor's remark. Unless noted, calls follow the shape of the dose curve; as a rule, active = well fitted curve in the direction sought with a large enough effect; inconclusive = small, poorly fitted or top-dose-only effect, or another doubt; inactive = no such curve, though single readings can be large; an effect the other way counts as inactive or inconclusive.

SMILES | JMJD2A Tudor inh | PI4K2A inh | G9a inh | HP1b binding inh | POLH inh | BAZ2B block | Tb PGK inh | GLS inhibitor | Pin1 inh
c1ccc(Cc2nnc3sc(C4COc5ccccc5O4)nn23)cc1 (stereo not drawn) | -23% | 8 | 10µM* | -33% | -10% | 4% | -2% | -1% | -2%
COc1ccccc1C(C(=O)NC1CCCCC1)N(C(=O)c1csnn1)C1CC1 (stereo not drawn) | 7% | 0 | 4% | 24% | -12% | -9% | -6% | 12% | -11%
Cc1sc2nc(SCC(=O)N(CCO)CCO)nc(N)c2c1C | -2% | 6 | -25% | 43%[activator] | -12% | 4% | 6% | 0% | 2%
COc1ccc(N2CCN(C(=O)CSc3nnc(-c4ccco4)n3C)CC2)cc1 | -14% | 2 | / | 15% | 8% | 2% | i | 31% | -4%
CC(C)(C)C(=O)NNC(=O)C1CC1(c1ccccc1)c1ccccc1 (stereo not drawn) | -11% | 6 | 26% | 67%[activator] | -3% | 6% | 0% | -4% | -10%
COc1ccccc1/C=C/c1nc(C#N)c(NC(C)c2ccccc2)o1 (stereo not drawn) | -14% | -1 | -49%[59 µM] | 2% | -6% | ? | 0% | 8% | 6%
COc1cccc(NC(=O)N2CCCC2C(=O)Nc2ccc3c(c2)OCO3)c1 (stereo not drawn) | -9% | -8 | 11%[59 µM] | 38% | -6% | 8% | 2% | 1% | ?
COc1ccc(CNC(=O)CCC(=O)N2CCN(C(C)=O)CC2)cc1 | -15% | 1 | 19% | -19% | -7% | 3% | -2% | 1% | 16%
COc1ccc(C(=O)NCC(=O)OCC(=O)Nc2cccc(S(=O)(=O)N3CCCC3)c2)cc1 | -14% | -3 | -4%[59 µM] | 11% | -10% | -8% | -6% | 1% | -10%
O=C(CSc1nc2ccccc2[nH]1)NC1CCCc2ccccc21 (stereo not drawn) | -17% | 0 | -9%[59 µM] | 18% | -16% | -24% | i | -8% | 2%
O=C(COc1ccccc1)N1CCN(C(=O)Cc2ccccc2)CC1 | 8% | 5 | 8%[59 µM] | 22% | -9% | 7% | -1% | 9% | -4%
CCOC(=O)/C(C#N)=C/C1=C(N2CCOCC2)CC(C)(C)OC1 | -1% | 0 | -15% | 30% | -19% | -3% | -3% | -6% | -2%
CCCCCCCCCCCCN1C(=O)CSC1c1cccnc1 (stereo not drawn) | 75%[activator] | 0 | / | 94%[activator] | ? | 71%[activator] | -4% | 0% | 0%
CC1(C)OC(=O)C(C(c2ccccc2)C(C#N)C(N)=O)=C(O)O1 (stereo not drawn) | -7% | -1 | ? | 38% | 3% | 1% | -10% | -9% | 1%
CN(C)CCNC(=O)c1ccc2c(c1)N(Cc1ccccc1)C(=O)c1ccccc1S2(=O)=O | -12% | 0 | -49%[59 µM] | 20% | / | -14% | / | -4% | -6%
Cc1cc(C)c2nc(SCC(=O)Nc3ccccc3N3CCOCC3)c(C#N)cc2c1 | ? | 1 | / | ? | 17% | / | -4% | 3% | 11%
CCOc1ccccc1Nc1ncccc1C(=O)O | -21% | -3 | ? | 35% | -10% | ? | -1% | 12% | 3%
Nc1nc(SCc2ccccn2)c2ncn(C3OC(CO)C(O)C3O)c2n1 (stereo not drawn) | 0% | ? | / | 11% | -17% | / | 7% | -30% | 1%
COc1cc2[nH]c(=O)n(CCCCCC(=O)N3CCN(c4ccccn4)CC3)c(=O)c2cc1OC | -8% | 3 | ? | 16% | -8% | 11% | 4% | 0% | 1%
COC(=O)c1cc(S(=O)(=O)N2CCN(C3CCCCC3)CC2)c[nH]1 | -19% | 7 | 16% | 21% | -13% | 3% | -7% | 1% | -11%
CCCCn1c(N)c(N(CCOC)C(=O)COC(=O)C(C)Oc2ccc(Cl)cc2)c(=O)[nH]c1=O (stereo not drawn) | -17% | -3 | -9%[2.33 µM] | 4% | -6% | 13% | -3% | 8% | -4%
CC(c1ccccc1)n1c(N2CCN(C)CC2)nc2c1c(=O)[nH]c(=O)n2C (stereo not drawn) | -3% | -5 | / | 33%[activator] | -12% | 10% | -13% | ? | 2%
O=C(CCC(=O)c1ccc(F)cc1)NCC1(N2CCCCC2)CCCCC1 | -19% | 6 | -4%[2.33 µM] | 34% | -2% | -2% | -2% | 3% | 8%
CC(=O)N1c2ccc(S(=O)(=O)N3CCC(C(=O)NCc4ccc(F)cc4)CC3)cc2CC1C (stereo not drawn) | 10% | 2 | 21% | 25% | -12% | 3% | 11% | 1% | 5%
Cc1ccc(C2=CC(=O)C[C@H](c3ccc4c(c3)OCO4)C2)cc1 | -25% | 2 | 15%[0.501 µM] | 28% | -16% | -23% | 5% | -1% | ?

Quoted at random: 3 records from the list, in no set order.
SMILES | JMJD2A Tudor inh | PI4K2A inh | G9a inh | HP1b binding inh | POLH inh | BAZ2B block | Tb PGK inh | GLS inhibitor | Pin1 inh
COC(=O)c1cc(S(=O)(=O)N2CCN(C3CCCCC3)CC2)c[nH]1 | -19% | 7 | 16% | 21% | -13% | 3% | -7% | 1% | -11%
Cc1cc(C)c2nc(SCC(=O)Nc3ccccc3N3CCOCC3)c(C#N)cc2c1 | ? | 1 | / | ? | 17% | / | -4% | 3% | 11%
COc1ccccc1C(C(=O)NC1CCCCC1)N(C(=O)c1csnn1)C1CC1 (stereo not drawn) | 7% | 0 | 4% | 24% | -12% | -9% | -6% | 12% | -11%

Continuation:
SMILES | JMJD2A Tudor inh | PI4K2A inh | G9a inh | HP1b binding inh | POLH inh | BAZ2B block | Tb PGK inh | GLS inhibitor | Pin1 inh
Cc1ccc(C(C)C)c(OCC(=O)N2CCN(c3ncccn3)CC2)c1 | -11% | -2 | ? | 21% | -16% | -5% | -10% | -4% | 2%
COc1cccc(/C=N/NC(=O)CN(C)S(=O)(=O)c2ccccc2)c1OC | -9% | -4 | 19%[12.7 µM] | 31% | -2% | -3% | -10% | -3% | -6%
CCOC(=O)CN1CC23C=CC(O2)C(C(=O)Nc2ccc(OCC)cc2)C3C1=O (stereo not drawn) | -2% | -5 | -49%[59 µM] | 33% | -10% | 2% | 0% | 0% | 0%
CC1CCN(S(=O)(=O)c2ccc3[nH]c(=O)c(=O)[nH]c3c2)CC1 | -8% | 3 | -5%[59 µM] | 18% | -12% | 2% | 0% | -1% | 12%
O=C(CCN1C(=O)c2ccccc2C1=O)NC(=S)Nc1ccccc1 | 0% | 4 | ? | -2% | -16% | -29% | -1% | 0% | -1%
COc1cc(C(=O)Oc2ccccc2/C=N/NC(=O)c2ccc(C)cc2)cc(OC)c1OC | -15% | -8 | 36%[0.501 µM] | 49%[activator] | -14% | -2%[57.1 µM] | -4% | -1% | -1%
Cc1ccccc1CSCCNC(=O)c1ccc(N(C)S(=O)(=O)c2ccccc2)cc1 | -7% | -1 | 3%[59 µM] | 45% | -19% | 14% | -2% | -4% | 15%
COc1ccc(CNC(=O)COC(=O)c2cnccn2)cc1 | -12% | -3 | ? | 14% | -3% | -26% | -8% | 5% | 1%
CCOC(=O)C1=C(C)NC(C)=C(C(=O)OCC)C1C(=O)OCC(=O)N1CCOCC1 | -8% | 1 | / | 16% | 2% | / | 9% | -1% | 8%
CC(C)(C)NC(=O)C(c1ccsc1)N(CCc1ccccc1)C(=O)Cn1nnc2ccccc21 (stereo not drawn) | -4% | -6 | 35%[0.501 µM] | 7% | -10% | -14%[57.1 µM] | i | -22% | 4%
COC(=O)c1sc(NC(=O)C2CCCO2)c(C(=O)OC)c1C (stereo not drawn) | 16% | 6 | 11%[59 µM] | 46% | -15% | 5% | 2% | -15% | 0%
CC(=O)Nc1ccc(-c2nc3cc(Cl)ccc3o2)cc1 | -19% | 4 | ? | 44% | -16% | -33% | -4% | -6% | 95%[activator]
CC(NC(=O)C1CCCN1C(=O)OCc1ccccc1)c1ccccc1 (stereo not drawn) | -19% | 0 | -2% | 27% | -22% | -13% | -8% | -2% | -6%
CC(C)(C=O)C1=CC(=O)c2ccccc2C1=O | 25µM* | -2 | 1.8µM* | 5µM* | ? | 50µM* | -2% | ? | -22%
CS(=O)(=O)N(CC(O)Cn1c2ccccc2c2ccccc21)c1ccccc1 (stereo not drawn) | -28% | -4 | -4%[59 µM] | 16% | -20% | -5% | -1% | 2% | 1%
CCOC(=O)c1csc(NC(=O)c2cc3ccccc3o2)n1 | -11% | -6 | 0% | 37% | -3% | 0% | i | -6% | 2%
Cc1cn(CC(=O)NCC2CCCO2)c(=O)[nH]c1=O (stereo not drawn) | -34% | -3 | / | ? | -9% | / | 2% | 5% | 1%
CCSc1nc(-c2ccccc2OC)nc2c1Cc1c(CO)cnc(C)c1O2 | -12% | -5 | -37%[59 µM] | 20% | 0% | -11% | 1% | -15% | 0%
CS(=O)(=O)NCc1ccc(C(=O)O)cc1 | 4%[11.4 µM] | 2 | 23% | 24% | -14% | -6% | 0% | 0% | 1%
CCCn1cc(S(=O)(=O)c2ccc(C)c(C)c2)c(=O)c2cc(F)c(N3CCCCC3)cc21 | -17% | -1 | -19%[59 µM] | 53%[activator] | -17% | -5% | 9% | 12% | 10%
COc1ccc(OC)c(NC(=S)N2CCN(c3ccccn3)CC2)c1 | -21% | -2 | / | 18% | 9% | -10% | -23% | 18% | ?
Cc1cc(NC(=O)CCC(=O)N(CC(=O)NC2CCCC2)c2ccc(C(C)C)cc2)no1 | 1% | 0 | 18% | 22% | -26% | 1% | 2% | 11% | 0%
O=C(Cn1c(=O)[nH]c2ccccc2c1=O)Nc1ccc2c(c1)OCCO2 | 16% | 2 | / | 27% | -8% | -30% | -12% | -2% | 7%
Cc1ccc(C(=O)NC(=O)OCCn2c(C)cnc2[N+](=O)[O-])cc1 | -8% | 0 | 7% | 27% | 3% | -2% | 4% | 0% | 9%
Cc1ccccc1NC(=O)c1ccc2c(c1)N(C)CCS2 | -11% | -2 | -17% | 25% | -23% | -30% | -5% | 14% | 4%

High-throughput results deposited in PubChem by National Center for Advancing Translational Sciences (NCATS).

Not all compounds are listed; the hit share may differ from the screen's.
